SUMO1 PPI mod: modulators of SUMO1 protein-protein interactions, primary screen, biochemical, uHTS; Small ubiquitin-related modifier 1 (Homo sapiens), P63165; SUMO1 binding to a labelled peptide, TR-FRET, 1 h; inhibition, % at 20 µM; hit rate 0.33% among 360,000; AID 602429, 2012; in the data active means inhibition above about 37%
STEP inh: STEP phosphatase inhibitors, primary screen, biochemical, fluorescence intensity, uHTS; inhibition, % at 20 µM; Tyrosine-protein phosphatase non-receptor type 5 (Homo sapiens), P54829; hit rate 0.25% among 360,000; recombinant STEP, OMFP fluorogenic substrate;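 active means inhibition at 20 µM, scaled per plate between control wells, above about 37%, limit read from the data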;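 further: 0% = DMSO with enzyme and substrate and 100% = substrate only without enzyme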
Target sequence (P54829 whole entry, looked up): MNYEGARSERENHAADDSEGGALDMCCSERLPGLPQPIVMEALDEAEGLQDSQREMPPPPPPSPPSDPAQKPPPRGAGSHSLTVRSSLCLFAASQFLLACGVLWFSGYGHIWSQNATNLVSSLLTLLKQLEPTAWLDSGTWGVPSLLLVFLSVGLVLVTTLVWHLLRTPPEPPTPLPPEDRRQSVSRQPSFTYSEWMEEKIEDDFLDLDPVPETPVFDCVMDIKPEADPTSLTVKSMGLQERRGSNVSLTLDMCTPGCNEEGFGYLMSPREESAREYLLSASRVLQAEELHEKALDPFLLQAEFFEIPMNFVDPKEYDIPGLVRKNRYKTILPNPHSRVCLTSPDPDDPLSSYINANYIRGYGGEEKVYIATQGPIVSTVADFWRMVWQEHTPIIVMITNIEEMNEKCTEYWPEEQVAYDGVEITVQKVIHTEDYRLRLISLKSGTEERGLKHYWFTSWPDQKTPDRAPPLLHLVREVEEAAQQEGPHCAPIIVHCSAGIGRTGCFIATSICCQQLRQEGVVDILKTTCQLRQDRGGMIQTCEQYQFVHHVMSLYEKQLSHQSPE
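Measure: Control-normalized % inhibition with plate pattern correction | Test system: STEP phosphatase, cell-free reaction | Medium: pH 6.0 Bis-Tris with DTT and Tween 20 | Technique: Fluorescence, 480/540 nm | Times: Reaction 20 min, ambient temperature | Doses: Single compound dose of 20 µM, 1% DMSO final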
Scp-1 inhibitor: Scp-1 phosphatase inhibitors, primary screen, biochemical, colorimetric, uHTS; Carboxy-terminal domain RNA polymerase II polypeptide A small phosphatase 1 (Homo …; Recombinant Scp1, phosphopeptide, malachite green phosphate absorbance; inhibition, % at 20 µM; hit rate 0.88% among 340,000; AID 493091, 2011;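 active means inhibition above about 50% at 20 µM, limit read from the data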;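 further: plate controls were DMSO wells with enzyme for no effect and wells lacking enzyme for full effect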
Target sequence (Q9GZU7 76-261 limits assumed): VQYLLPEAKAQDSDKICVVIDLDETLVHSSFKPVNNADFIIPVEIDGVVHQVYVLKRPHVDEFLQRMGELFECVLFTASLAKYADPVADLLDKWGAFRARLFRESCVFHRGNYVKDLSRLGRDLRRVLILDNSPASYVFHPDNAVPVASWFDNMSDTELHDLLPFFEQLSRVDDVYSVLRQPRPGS
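System: truncated SCP-1 phosphatase (76-261aa); medium: Tris acetate buffer pH 5.5 with MgCl2 and Tween-20; incubation: 45 min room-temperature reaction, 5 min colour, 30 min stabiliser; compound: single 20 µM dose, 1% DMSO; reagent: Phosphorylated 17-residue peptide substrate; read-out: % inhibition at 20 µM; technique: colorimetric free-phosphate detection, absorbance 630 nm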
NadD block: inhibitors of S. aureus NadD, primary screen, biochemical, colorimetric, uHTS; purified NadD enzyme, colorimetric absorbance read-out; hit rate 0.78% among 360,000; Nicotinate-nucleotide adenylyltransferase NadD (Staphylococcus aureus N315); inhibition, % at 20 µM; AID 602399, 2012; in the data active means inhibition above about 26%; further: some compounds past the cut are filed as inactive
LMPTP inh: LMPTP phosphatase inhibitors, primary screen, biochemical, fluorescence intensity, uHTS. Low molecular weight phosphotyrosine protein phosphatase (Homo sapiens), P24666. recombinant LMPTP-A, OMFP fluorogenic substrate. inhibition, % at 20 µM. hit rate 0.22% among 360,000. AID 651560, 2012;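 active means compounds that cut the enzyme signal by at least half of the control window in the single-dose screen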;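 further: plate controls were DMSO wells with enzyme plus substrate for no effect and substrate without enzyme for full effect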
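Test system: LMPTP-A phosphatase enzyme; input: 0.625 nM LMPTP-A final; reagent: OMFP substrate, 400 µM final; compound dosing: 20 µM single dose, 3% DMSO; incubation: 50 min dark incubation at room temperature; measured by: endpoint fluorescence intensity from OMFP dephosphorylation; measure: % inhibition relative to no-enzyme and uninhibited control wells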
Rin1 Abl inh: inhibitors of Rin1-Abl protein binding, primary screen, biochemical, TR-FRET | Tyrosine-protein kinase ABL1 (Homo sapiens) + Ras and Rab interactor 1 (Homo sapiens), … | hit rate 0.4% among 360,000 | inhibition, % at 7.35 µM; in the data active means inhibition above about 5%, passing the limit was not always enough
Neddyl block: inhibitors of cullin neddylation, primary screen, biochemical, TR-FRET, uHTS, NAE and Ubc12 | NEDD8-conjugating enzyme Ubc12 (Homo sapiens) + NEDD8-activating enzyme E1 regulatory … | calls only at 25 µM | hit rate 0.58% among 360,000 | AID 651699, 2012; in the data active means inhibition above about 36%
DNMT1 inh: human DNMT1 methyltransferase inhibitors, primary screen, biochemical, molecular beacon, fluorescence, HinP1I cleavage, uHTS; DNA (cytosine-5)-methyltransferase 1 (Homo sapiens), P26358; inhibition (reported as % activation of signal), % at 10 µM; hit rate 0.83% among 360,000; AID 588458, 2011; in the data active means inhibition above about 50%
CSN inh: inhibitors of CSN-mediated cullin deneddylation, primary screen, biochemical, fluorescence polarization, uHTS; inhibition, % at 12.5 µM; AID 651999, 2013; hit rate 0.38% among 360,000; COP9 signalosome complex subunit 5 (Homo sapiens), Q92905; Purified CSN, SCF-Nedd8-OG deneddylation;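 active means pattern-corrected inhibition above about 35%, with an unprinted fluorescence ratio check between 0.5 and 1.5, limit read from the data, passing the limit was not always enough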;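 further: 0% = enzyme with substrate and 100% = substrate without enzyme; some results filed as inactive read as strong as hits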
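Material: human Csn5 produced in HEK293T cells; Input: enzyme 0.24 nM; Reagent: SCFSkp2-Nedd8OG substrate at 10 nM final; Dosing: 12.5 µM compound; Incubation: 90 min reaction at room temperature; Detection: fluorescence polarization of the substrate; Evaluation: % inhibition of substrate cleavage by Csn5; Control set: substrate-only high control, full reaction low control.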
Rpn11 inh: Rpn11 (PSMD14) deubiquitinase inhibitors, primary screen, biochemical, fluorescence polarization, uHTS. 26S proteasome non-ATPase regulatory subunit 14 (Homo sapiens), O00487. human 26S proteasome, Ub4-pepOG fluorescence polarization; 20S core pre-blocked with epoxomicin. calls only at 20 µM. hit rate 0.59% among 360,000;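 active means inhibition at 20 µM, scaled to each plate's controls, above about 33%, limit read from the data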
Target sequence (O00487 whole entry, looked up): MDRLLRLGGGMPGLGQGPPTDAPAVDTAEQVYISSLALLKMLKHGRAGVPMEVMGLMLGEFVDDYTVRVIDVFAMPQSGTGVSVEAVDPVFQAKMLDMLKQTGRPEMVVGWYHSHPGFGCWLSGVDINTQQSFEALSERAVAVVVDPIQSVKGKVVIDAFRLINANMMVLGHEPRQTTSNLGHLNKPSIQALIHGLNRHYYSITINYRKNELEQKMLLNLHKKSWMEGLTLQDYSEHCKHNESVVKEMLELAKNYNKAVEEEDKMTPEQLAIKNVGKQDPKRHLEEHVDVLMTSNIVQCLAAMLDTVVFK
Active calls of the source: *; i = inactive; x = not tested or not shown. Not a hit list; overall some 3.8% were active at least once.

SMILES	SUMO1 PPI mod	STEP inh	Scp-1 inhibitor	NadD block	LMPTP inh	Rin1 Abl inh	Neddyl block	DNMT1 inh	CSN inh	Rpn11 inh
CCOC(=O)[C@]12CCCC=C1N(Cc1cccc3ccccc13)C(=O)[C@H](CC(=O)NCc1ccc(C)o1)C2	4	x	x	-2	1.2	x	i	x	5	x
CCn1c(SCC(=O)N2CCN(c3ccccc3)CC2)nnc1-c1ccoc1C	0	1	-3	11	0.4	0	i	-5	3	i
CC1CCN(C(=O)c2[nH]cnc2C(=O)Nc2cccc(Cl)c2)CC1	1	0	-3	5	0.2	5	i	9	-1	i
Cc1cc2cc(C#N)c(N3CCN(S(C)(=O)=O)CC3)nc2cc1C	-14	5	-1	2	-0.3	-5	x	-5	4	i
O=S1(=O)N[C@H](Cc2ccccc2)COc2cc(N3CCSCC3)ccc21	0	x	x	1	-1.5	x	i	x	-2	x
Cc1ccc(S(=O)(=O)NCC(=O)N(CC(=O)NCC2CCCO2)Cc2ccccc2Cl)cc1 (stereo not drawn)	-1	-2	-7	1	-2.9	-1	i	1	4	i
CCC(=O)N1CCc2cc(S(=O)(=O)CCC(=O)NCCc3ccccc3)ccc21	0	-4	6	-2	-1.4	1	i	4	2	i
CCN1CCN(C(=S)Nc2cc(C(=O)OC)ccc2C(=O)OC)CC1	17	2	-2	-1	-1.1	2	i	1	-4	i
CCC(CC)C(=O)N(C)c1c(C)nc2c(OCC(=O)N(C)C)cccn12	0	-3	x	0	-0.2	2	i	-4	4	i
c1ccc(N2CCN(c3cnc4ccccc4n3)CC2)cc1	-3	1	-2	-9	1.9	-5	i	0	1	i
S=C(NCc1ccncc1)NC1CCCCC1	-1	1	20	-1	-0.9	0	i	1	0	i
COCCN(C(=O)COC(=O)C12CC3CC(CC(C3)C1)C2)c1c(N)n(Cc2ccccc2)c(=O)[nH]c1=O	-1	0	-6	7	-0.1	-1	i	-3	4	i

Ordered by value in NadD block (ascending): 3 of the compounds above
compound,SUMO1 PPI mod,Scp-1 inhibitor,NadD block,LMPTP inh,Rin1 Abl inh,Neddyl block,DNMT1 inh,CSN inh,Rpn11 inh
c1ccc(N2CCN(c3cnc4ccccc4n3)CC2)cc1,-3,-2,-9,1.9,-5,i,0,1,i
S=C(NCc1ccncc1)NC1CCCCC1,-1,20,-1,-0.9,0,i,1,0,i
CCC(CC)C(=O)N(C)c1c(C)nc2c(OCC(=O)N(C)C)cccn12,0,x,0,-0.2,2,i,-4,4,i

Back to the main list, starting two compounds before the break.
SMILES	SUMO1 PPI mod	STEP inh	Scp-1 inhibitor	NadD block	LMPTP inh	Rin1 Abl inh	Neddyl block	DNMT1 inh	CSN inh	Rpn11 inh
S=C(NCc1ccncc1)NC1CCCCC1	-1	1	20	-1	-0.9	0	i	1	0	i
COCCN(C(=O)COC(=O)C12CC3CC(CC(C3)C1)C2)c1c(N)n(Cc2ccccc2)c(=O)[nH]c1=O	-1	0	-6	7	-0.1	-1	i	-3	4	i
COc1ccc(CN2C(=O)c3ccccc3C2=O)cc1C(=O)OC(C)C(=O)NC(N)=O (stereo not drawn)	-4	2	-2	-8	-0.9	0	i	3	-1	i
CN1CCN(CCOc2ccc(-c3ccccc3)cc2)CC1	0	-1	-2	-10	-4.3	1	i	2	-8	i
Cc1nn(CCOc2ccccc2)c(=O)n1-c1c(F)cccc1F	-2	-4	-5	-1	0.3	-2	i	1	-1	i
COC(=O)C1=NNC(C(=O)c2ccco2)C1c1ccc(OC)cc1 (stereo not drawn)	0	4	-3	6	0.3	3	i	-2	3	i
O=C(CCn1c(=S)oc2ccccc21)Nc1ccc(F)cc1	3	-3	-6	1	20	-1	i	22	1	i
Cc1cccc(NC(=O)CSc2nc3c(oc4ccccc43)c(=O)n2-c2ccccc2)c1	-1	2	-7	16	0.8	1	i	-10	-1	i
O=C(CN1C(=O)C2CC=CCC2C1=O)NC1CCCCC1 (stereo not drawn)	0	-4	-5	-7	-2.7	2	i	-1	-8	i
CSc1ccc(CNC2CC2)cc1	0	-2	-3	-4	-0.6	0	i	2	1	i
O=C(CSc1nnc(-c2cccs2)o1)OC1CCCCC1	0	3	-5	-8	0.4	0	i	0	-1	i
CCN(C(=O)CCS(=O)(=O)c1ccc2c(c1)oc(=O)n2C)c1ccc(OC)cc1	5	-2	7	-3	-1.5	3	i	1	-1	i
CC1=CCC(C(=O)O)C(C(=O)O)C1 (stereo not drawn)	0	3	0	1	-1.9	-1	i	4	5	i
COc1ccc(CNC(=O)CCn2c(=O)oc3ccccc32)c(OC)c1	-6	2	-8	-6	-0.2	-3	i	-1	3	i
CCC(=O)Nc1cccc2ccccc12	-2	-2	-6	-2	-1.3	0	i	-2	-3	i
COc1cc(/C=N/Nc2ccccc2[N+](=O)[O-])cc(OC)c1O	-9	-1	-5	-4	0.7	-9	i	0	-2	i
COc1ccc(N2CCN(C(=O)Cn3c(=O)c4cccn4c4cccnc43)CC2)cc1	6	1	10	7	0.2	2	i	-1	-2	i
O=C(COc1ccc2ccc(=O)oc2c1)NCc1ccccn1	3	-2	-5	6	-0.1	0	i	0	3	i
O=C(C1CCN(S(=O)(=O)c2cnc[nH]2)CC1)N1CCn2c1nc1ccccc12	2	10	-3	0	-0.1	-2	i	-1	-4	i
Cc1c(O)c(S(=O)(=O)c2ccccc2)c(=O)n(-c2ccccc2)c1-c1ccccc1	4	0	-8	3	-1.6	5	i	3	-1	i
CC(=O)c1sc(-c2ccccc2)cc1N	-14	4	-4	-1	-0.2	-7	i	-3	2	i
CCCC(=O)N1CCc2cc(OC)c(OC)cc2C1COc1ccccc1OC (stereo not drawn)	-2	0	0	-1	-1.3	2	i	-1	-8	i
O=C(Nc1ccc(Cc2ccncc2)cc1)c1ccco1	0	4	1	2	-0.9	0	i	-3	1	i
C[C@@H](C(=O)N1CCN(C(=O)OC(C)(C)C)CC1)n1cc(CCCN=C(NC(=O)OC(C)(C)C)NC(=O)OC(C)(C)C)nn1	4	0	-5	-3	0.6	1	i	7	2	i
CCOC(=O)c1cnc(-n2cc(C)cn2)nc1NCc1ccc2c(c1)OCO2	3	3	2	25	4.7	1	i	-4	11	i
CCOC(=O)c1cnn(-c2ncnc3sc(C)c(C)c23)c1N	-4	70*	-6	-1	-0.4	-2	i	-1	-1	i
CCOc1cc(N2CCOCC2)c(OCC)cc1NS(=O)(=O)c1cc(NC(C)=O)ccc1OC	6	15	41	2	5.1	1	i	11	-2	i
COc1cccc(NC(=O)C2CC2(c2cccc(OC)c2)c2cccc(OC)c2)c1 (stereo not drawn)	-5	0	-16	-10	3.7	2	i	-6	1	i
O=C(CN1C(=O)CSC1=O)NCc1ccccc1	-3	-1	-5	-3	-1.8	1	i	2	0	i
COc1ccc(-c2csc(C(NC(C)=O)c3cccc(OC)c3)n2)cc1 (stereo not drawn)	5	2	x	-4	0.2	-1	i	0	-3	i
O=C(NC1CC1)c1cccc2c1C(=O)c1ccc(N3CCC(N4CCCCC4)CC3)cc1S2(=O)=O	-36	-4	x	2	2.8	-8	i	4	43*	x
CCn1c2ccccc2c2nnc(SCC(=O)c3c(N)n(C)c(=O)n(C)c3=O)nc21	6	12	63*	15	-0.7	0	i	-17	11	i
CC(C)(C)c1nc2ccc([N+](=O)[O-])cc2[nH]1	-10	0	-4	7	1.0	1	i	0	-1	i
O=C(Nc1cc(C(F)(F)F)ccc1N1CCOCC1)C1=NN(c2ccccc2)C(=O)CC1	0	1	9	-5	2.0	-5	i	4	-2	i
O=C(Nc1ccc(N2CCN(C(=O)C3CC3)CC2)cc1)c1cccs1	1	-2	-1	0	-0.6	0	i	-2	4	i
COc1ccc(-c2nc(-c3ccccn3)nc(N3CCN(C)CC3)c2C#N)cc1	-3	9	-6	3	1.0	0	i	3	1	i
Cc1n[nH]c(C)c1CCc1nc2c3ccccc3nc(SCC(=O)Nc3ccccc3F)n2n1	3	2	5	3	0.4	3	i	-9	-1	i
CC(=O)Nc1ccc(S(=O)(=O)CCC(=O)O)cc1	3	1	1	2	-0.1	-1	i	6	0	i
COc1ccc(Cc2nnc(NCCO)[nH]c2=O)cc1OC	-8	-2	-9	-4	-0.4	-1	i	0	-1	i
CCOc1ccccc1NC(=O)c1ccccc1NS(C)(=O)=O	2	-3	-8	-4	-1.2	-2	i	-6	5	i
Cc1ccccc1C1c2[nH]c3ccccc3c2CCN1Cc1cccn1-c1ncccn1 (stereo not drawn)	-9	-1	3	14	2.0	-2	i	-7	3	i
CCOc1ccc(Cl)cc1S(=O)(=O)n1cnc2ccccc21	3	-1	-2	-8	-1.5	-1	i	0	-3	i
CC1C(=O)Nc2ccc(S(=O)(=O)N3CCc4ccccc4C3)cc2NC1=O (stereo not drawn)	22	-3	-6	-2	0.1	4	i	-1	2	i
Cc1ccc2c(c1)nnn2C1CCN(S(=O)(=O)c2ccc(C(=O)N(C)C)cc2)CC1	-1	1	0	8	-2.3	1	i	3	-6	i
COc1ccc(OC)c(NC(=O)Nc2ccc3c(c2)OCO3)c1	5	0	-5	0	1.2	-1	i	-9	5	i
Cc1ccc(C)c(NC(=O)CN(C)C(=O)c2ccc(-n3cncn3)c([N+](=O)[O-])c2)c1	-18	2	-10	2	0.6	1	i	2	4	i
COCc1cc(=O)n2c(-c3ccc(C)cc3)n[nH]c2n1	11	3	7	-2	-1.3	1	i	4	3	i
CCn1c(N2CCC(Cc3ccccc3)CC2)nc2c1c(=O)[nH]c(=O)n2C	1	-2	-12	7	-2.4	0	i	2	0	i
O=C(Nc1ccc(Br)cn1)c1cccc2ccccc12	-8	-2	-3	-8	1.0	1	i	2	1	i

2 compounds from above, reduced to Rpn11 inh, LMPTP inh and STEP inh.
smiles,Rpn11 inh,LMPTP inh,STEP inh
Cc1ccc(C)c(NC(=O)CN(C)C(=O)c2ccc(-n3cncn3)c([N+](=O)[O-])c2)c1,i,0.6,2
COCc1cc(=O)n2c(-c3ccc(C)cc3)n[nH]c2n1,i,-1.3,3
